# Sm TGR inh: S. mansoni TGR enzyme inhibition | purified TGR, DTNB reduction, TNB absorbance 405 nm | 360,000 compounds, 3% hits | Q962Y6 | Potency, µM (titrated, usually from 114 µM), for inactives: top-dose activity change, negative = inhibition, most hits filed as inhibitors; also: potency is read from the fitted curve at half-maximal effect; % is scaled to controls: 0 for no effect and ±100 for the full control effect; nearly all actives have a fitted effect of over 60% in size
#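 TGR 20 nM + NADPH 100 uM (dispensed conc.), cpd preinc 15 min RT; start with NADPH (500 uM addition) then DTNB (15 mM addition). Kinetic TNB absorbance, 405 nm filter. Four-parameter Hill fit across titration.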
# Shiga toxin inh: blocks Shiga toxin action in Vero cells; Vero cells, Shiga toxin protein synthesis inhibition reporter; 290,000 compounds, 9.2% hits; AID 2315; inhibition, % at 38.7 µM; in the data active = inhibition mostly above about 28%, no sharp cut-off; inactive = mostly below about 43%; also: 0% is about no effect
# Pf growth 96h: inhibits malaria parasite growth, 96 h. AID 504834. 320,000 compounds, 6.9% hits. P. falciparum luciferase reporter growth, 96 h. Potency, µM (highest dose often 28.7 µM), inactives show at the top dose activity change, negative = inhibition, usual class: inhibitors; also: potency is read from the fitted curve at half-maximal effect; % is scaled to controls: 0 for no effect and ±100 for the full control effect
#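 Two parasite generations (96 h, 37 C, 5% CO2) of compound exposure in infected erythrocytes (0.05% parasitemia, 2% hematocrit). Luciferase-reporter P. falciparum; decreased luminescence indicates inhibited growth, aimed at apicoplast-acting delayed death.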
# Pf growth 48h: inhibits P. falciparum growth in the first generation, 48 h | P. falciparum luciferase growth in erythrocytes, 48 h | Potency, µM (highest dose often 28.7 µM), for inactives: at the top dose activity change, negative = inhibition, usual class: inhibitors | 310,000 compounds, 5.9% hits | AID 504832; also: potency is read from the fitted curve at half-maximal effect; % is scaled to controls: 0 for no effect and ±100 for the full control effect
#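 Luminescence readout; reporter = integrated firefly luciferase in P. falciparum. RBC culture at 2% hematocrit, 0.1% parasitemia final, 37 C/5% CO2; decreased signal taken as growth inhibition.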
# Giardia FBPA inh: inhibitors of Giardia lamblia fructose-1,6-bisphosphate aldolase. Potency, µM (titrated, usually from 59.6 µM), inactives show top-dose activity, negative = inhibition, hits mostly inhibitors. purified Giardia FBPA. 290,000 compounds, 0.71% hits; also: potency is read from the fitted curve at half-maximal effect; % is scaled to controls: 0 for no effect and ±100 for the full control effect; nearly all actives have a fitted effect of over 55% in size
# Target sequence (A8B2U2 whole entry, looked up): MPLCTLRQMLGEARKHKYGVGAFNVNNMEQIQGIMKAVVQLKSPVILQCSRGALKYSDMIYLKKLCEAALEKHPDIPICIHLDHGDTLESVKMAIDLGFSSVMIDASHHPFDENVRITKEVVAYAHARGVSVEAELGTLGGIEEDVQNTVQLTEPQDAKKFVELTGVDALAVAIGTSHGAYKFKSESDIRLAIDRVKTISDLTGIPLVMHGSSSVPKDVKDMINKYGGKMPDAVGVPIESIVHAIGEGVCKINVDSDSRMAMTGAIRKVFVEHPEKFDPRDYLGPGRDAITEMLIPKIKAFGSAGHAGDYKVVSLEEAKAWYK
#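 Giardia FBPA (40 nM reagent) was preincubated 10 min at RT with compound (up to 57.5 uM final), then substrate plus GAPDH/TPI/NAD/arsenate coupling system with diaphorase/resazurin was added; resorufin fluorescence (525/598 nm) was read after 20 min.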
# CHX counter: affects cycloheximide protein synthesis inhibition readout, counter-screen | max response, % | AID 2314 | cell reporter, cycloheximide protein synthesis inhibition counterscreen | 300,000 compounds, 12% hits; in the data active = max response mostly above about 13%, no sharp cut-off; inactive = mostly below about 14%; also: read at 38.3 µM for the half of the compounds with a filed dose; 0% is about no effect
# Active calls of the source: *; ? = inconclusive; nt = not tested or not shown; [ ] = dose if it differs, or a comment. Unless noted, calls follow the shape of the dose curve; as a rule, active = well fitted curve in the direction sought with a large enough effect; inconclusive = small, poorly fitted or top-dose-only effect, or another doubt; inactive = no such curve, though single readings can be large; an effect the other way counts as inactive or inconclusive. Rows are unselected; overall some 24% were active at least once.
canonical_smiles | Sm TGR inh | Pf growth 96h | Shiga toxin inh | Giardia FBPA inh | Pf growth 48h | CHX counter
CC(=O)Nc1cccc(NC(=S)Nc2cccc3ccccc23)c1 | ? | 45%[activator] | 84* | nt | 19% | 44*
Cc1ccccc1OCCC(=O)OCC(=O)NC(=O)c1ccccc1 | -5% | 44%[activator] | nt | nt | -1% | nt
Cc1occc1-c1nnc(SCC(=O)N2CC(=O)Nc3ccccc32)n1CC(C)C | ? | -26% | 14 | 2% | -14% | -3
Cc1nn(-c2ccccc2)c(C)c1NC(=O)COc1ccc(C#N)cc1 | 1% | -22% | -26 | 2% | ? | -3
CC1(C)Cc2c(sc(NC(=O)C(=O)N3CCCCC3)c2C(N)=O)CO1 | 1% | -28% | 14 | nt | 10% | 8
COC(=O)C1=C(SC)N(c2ccc(OC)cc2)C(c2ccccc2)CC1=O (configuration not stated) | 5% | ? | -2 | 5% | -29% | -4
CCCC(=O)c1cc2c(cc1NC(=O)CC)OCCO2 | -1% | -3%[5.75 µM] | -16 | 1% | ? | -4
COc1ccc(OCc2cc(-c3ccc(Cl)cc3)no2)cc1 | 1% | 84%[activator] | 35 | 3% | 258%[activator] | 9
C=CCC(O)c1c(-c2ccccc2)nn(C)c1Cl (configuration not stated) | -3% | -6% | 13 | -1% | 15% | -3
COc1ccccc1CC(=O)N1CCN(c2cccc(Cl)c2)CC1 | 7% | -2% | -6 | 4% | -2% | -1
C/C(=N\NC(=O)Cn1ccc(C(F)(F)F)n1)c1ccco1 | -3% | 6% | -3 | 1% | -8% | -6
Cc1cccc(-n2c(=O)c3c4c(sc3n3c(=S)[nH]nc23)CCC4)c1 | 2% | 38%[activator] | 2 | 5% | -3% | 10
Cc1cccc(C(O)(C(=O)NNC(=O)CN2CCN(C)CC2)c2cccc(C)c2)c1 | -1% | ? | -13 | 3% | 1% | -2
O=C(c1ccc(CNS(=O)(=O)c2ccccc2)cc1)N1CCN(Cc2ccccc2)CC1 | -9% | nt | -23 | 5% | -20% | 2
COc1ccc(N(C)C(=O)C2CCCN2S(=O)(=O)c2cccc3nsnc23)cc1 (configuration not stated) | 0% | 11% | -4 | nt | -3% | -2
O=C(NN1CCOCC1)C12CC3CC(CC(C3)C1)C2 | -16% | 4% | -20 | 1% | -1% | -2
CC(C)CCN1CCC(Cc2ccccc2)(NC(=O)c2ccccc2)C1=O (configuration not stated) | 5% | ? | nt | nt | -6% | nt
CCCCN1C(=O)C(=O)N(CC(=O)c2cc(C)n(-c3cc(C)on3)c2C)C1=O | 2% | ? | nt | nt | 10µM* | nt
CCn1c(SCC(=O)NC(C)(C)C)nnc1-c1ccncc1 | nt | 24% | -1 | 3% | 40%[activator] | 2
COc1ccc(NC2=CC(c3ccc(OC)cc3)N(c3ccc(OC)cc3)C2=O)cc1 (configuration not stated) | nt | 4% | 22 | -15% | -4% | 2
O=C(NCCc1ccccc1)C1CCN(c2nc3ccccc3o2)CC1 | -24% | 64%[activator] | 39 | 6% | -19% | 1
Cc1ccc(C(O)c2ccncc2)cc1 (configuration not stated) | -15% | -5% | -8 | 5% | nt | -2
CN1CCN(c2nc(-c3ccc(Cl)cc3)cc(=O)[nH]2)CC1 | 0% | ? | -1 | 3% | -5% | -3
CC(C)CNC(=S)Nc1ccc(F)cc1 | -1% | 17% | 13 | 0% | 4% | -4
Nn1cnnc1SCC(=O)Nc1ccc2c(c1)OCCO2 | -1% | 29% | 14 | -2% | 72%[activator] | 12*
CCCOc1ccc(/C=C2\SC(=S)N(CC3CCCO3)C2=O)cc1 (configuration not stated) | -2% | 224%[activator] | 20 | 1% | -4% | -2
O=C(CCc1c[nH]c2ccccc12)NCc1ccc2c(c1)OCO2 | 8% | -1% | -11 | 6% | -2% | 2
CC1CC(C)CN(C(=O)c2cccc(S(=O)(=O)N3c4ccccc4CC3C)c2)C1 (configuration not stated) | -10% | ? | nt | nt | ? | nt
C/C(=N/NC(=O)CN1CCN(Cc2ccccc2Cl)CC1)c1cccnc1 | -14% | 3% | -18 | 6% | 2% | 9
COC(=O)C1SCC2C(=O)N(Cc3ccc(Cl)c(Cl)c3)CC(=O)N21 (configuration not stated) | -9% | 10% | 28 | -2% | 9% | -4
CC1CCN(c2ccc(NC(=O)c3ccc(Br)o3)cc2)CC1 | 6% | ? | 65* | nt | -7% | 28*
CCN(CC)C(=O)C1CCCN(c2ccc([N+](=O)[O-])cc2/C=N/NC(=O)c2cccc(O)c2)C1 (configuration not stated) | -16% | ? | 9 | -3% | nt | 7
CC(C)CCN=CC1=C(O)CC(c2ccccc2)CC1=O (configuration not stated) | 2% | 17% | 53 | 2% | -7% | 29*
COc1cc(C(O)P(=O)(OC(C)C)OC(C)C)cc(OC)c1OC (configuration not stated) | -6% | -22% | 7 | 4% | -4% | 7
CNC(=O)C1CC(=O)N/C(=N/N=C(\C)c2cccs2)S1 (configuration not stated) | 0% | 18% | -8 | 0% | 4% | -3
COc1cc(/C=N/N=C2/NC(=O)C(CC(=O)O)S2)ccc1OCc1ccc(Cl)cc1 (configuration not stated) | -10% | ? | 38 | 7% | 41%[activator] | 20*
Cc1ccc(C(=O)N2CCN(c3ccc(C(F)(F)F)cn3)CC2)c(C)c1 | 12% | nt | -11 | 9% | 2% | -2
COc1ccc(CCNC(=O)CCCCn2c(=O)[nH]c3ccccc3c2=O)cc1OC | 6% | 82%[activator] | 14 | 6% | -46% | -5
Cc1ccccc1-n1c(-c2ccc([N+](=O)[O-])cc2)nc2ccccc2c1=O | -8% | -8% | 2 | -2% | -18% | -4
O=C(COc1ccc(S(=O)(=O)N2CCCC2)cc1Cl)NC1CCCC1 | 4% | nt | 18 | 6% | 9.3µM* | 3

# 2 of the compounds above, with values under each structure:
# Under each structure: Sm TGR inh, Pf growth 96h, Shiga toxin inh, Giardia FBPA inh, Pf growth 48h, CHX counter
> COC(=O)C1=C(SC)N(c2ccc(OC)cc2)C(c2ccccc2)CC1=O (configuration not stated)
  5%, ?, -2, 5%, -29%, -4
> CCCC(=O)c1cc2c(cc1NC(=O)CC)OCCO2
  -1%, -3%[5.75 µM], -16, 1%, ?, -4

# The listing picks up, starting four compounds before the break.
canonical_smiles | Sm TGR inh | Pf growth 96h | Shiga toxin inh | Giardia FBPA inh | Pf growth 48h | CHX counter
Cc1ccc(C(=O)N2CCN(c3ccc(C(F)(F)F)cn3)CC2)c(C)c1 | 12% | nt | -11 | 9% | 2% | -2
COc1ccc(CCNC(=O)CCCCn2c(=O)[nH]c3ccccc3c2=O)cc1OC | 6% | 82%[activator] | 14 | 6% | -46% | -5
Cc1ccccc1-n1c(-c2ccc([N+](=O)[O-])cc2)nc2ccccc2c1=O | -8% | -8% | 2 | -2% | -18% | -4
O=C(COc1ccc(S(=O)(=O)N2CCCC2)cc1Cl)NC1CCCC1 | 4% | nt | 18 | 6% | 9.3µM* | 3
COCCCNC(=S)NCCNc1nc2cc(C)cc(C)c2cc1C#N | nt | ? | -10 | -2% | ? | -3
CC(=O)c1ccc(Oc2cc(C(F)(F)F)cnc2C(N)=O)cc1 | 0% | ? | -18 | 1% | 13% | -7
CC(NC(=O)c1ccc(=O)oc1)c1ccccc1 (configuration not stated) | 37%[activator] | nt | -29 | 3% | 0% | -3
Cc1cccc(C(=O)NCC2CCN(C(=O)c3cccc(C)c3)CC2)c1 | -5% | ? | 6 | 12% | -23% | 8
COc1cc(/C=C(\C#N)c2nc3c(s2)CC(C)CC3)ccc1O (configuration not stated) | -16% | 171%[activator] | 63* | nt | 54%[activator] | 27*
Cc1ccc(C)c(N2CCN(C(=O)Cc3cn(C)c4ccccc34)CC2)c1 | -3% | -28% | -18 | -5% | ? | -3
CCC(C)(C)n1nnnc1CN(Cc1cccs1)Cc1cc2cc(OC)ccc2[nH]c1=O | -1% | nt | -12 | 6% | 13µM* | -4
Cc1ccc(Oc2ccc(NC(=O)CSc3n[nH]c(N)n3)cc2)cc1 | -2% | -29% | 22 | 7% | -19% | 1
CCN(CC)C(=O)CSc1nnc(-c2cccs2)n1Cc1ccco1 | 4%[11.4 µM] | -7%[5.75 µM] | -12 | 1% | nt | -5
O=C(CCn1nc(-c2ccccc2)ccc1=O)N1CCCC1 | 3% | -24% | 6 | -5% | 52%[activator] | 6
Cc1cc(N2CCOCC2)nc2cc(O)ccc12 | -13% | 5% | 54* | 1% | 108%[activator] | 37*
COc1cccc(N2CCN(Cc3nnnn3C3CCCCC3)CC2)c1 | -12% | ? | -9 | 1% | -13% | 0
CCC(C)(C(=O)NC1CCCCC1)N(CC1CCCO1)C(=O)CNC(=O)c1ccccc1 (configuration not stated) | -16% | nt | 5 | 1% | nt | -7
CC(=O)N/C(=N\c1nc(C)cc(C)n1)Nc1ccccc1Cl | 12% | 1% | -1 | 3% | 1% | 7
O=c1oc2cc(O)ccc2c2c1CCCC2 | -13% | 126%[activator] | -4 | 0% | 4% | -1
COc1cccc(-c2nn(-c3ccccc3)cc2/C=C\C(=O)c2cccs2)c1 | 12% | ? | 22 | -6% | ? | 10
COc1ccc(NS(=O)(=O)c2ccc3c(c2)NC(=O)CCS3)cc1Cl | 3% | 5.9µM* | 12 | nt | -26% | -2
Cc1c(C)c2ccc(OCC(=O)Nc3ccccn3)c(C)c2oc1=O | -6% | 1% | 35* | -7% | -19% | 22*
COc1cc2ncnc(NCc3cccs3)c2cc1OC | nt | -24% | 49 | 2% | ? | 11
CCCCNC(=O)C1CCCN1S(=O)(=O)c1cccc2nsnc12 (configuration not stated) | 10% | 0% | 6 | 1% | ? | -4

# Part of the list above, reduced to Shiga toxin inh:
smiles | Shiga toxin inh
COc1cc(C(O)P(=O)(OC(C)C)OC(C)C)cc(OC)c1OC (configuration not stated) | 7
CNC(=O)C1CC(=O)N/C(=N/N=C(\C)c2cccs2)S1 (configuration not stated) | -8
COc1cc(/C=N/N=C2/NC(=O)C(CC(=O)O)S2)ccc1OCc1ccc(Cl)cc1 (configuration not stated) | 38

# (cont.)
canonical_smiles | Sm TGR inh | Pf growth 96h | Shiga toxin inh | Giardia FBPA inh | Pf growth 48h | CHX counter
O=C(O)C1CCN(C(=O)Cc2ccccc2)CC1 | 7%[57.1 µM] | ? | -25 | 1% | 45% | -3
CSc1ccc(CN2CCN(Cc3ccccc3Cl)CC2)cc1 | 0% | ? | 19 | ? | 3% | 1
Cc1ccc(SC/C(O)=C(\C#N)c2nc3ccccc3s2)cc1 | 9% | ? | 12 | 21% | 32%[activator] | 11
Cc1c(C)n(CCC#N)c2ccc(Cl)cc12 | -10% | ? | 45 | 1% | -23% | -3
COc1cc(NC(=O)c2ccc(Cl)cc2)c2ncccc2c1 | 1% | 51%[activator] | -3 | -3% | 29% | 2
O=C(COc1ccc2c(c1)OCO2)Nc1ccc(Cl)cn1 | 11% | 22% | 69* | -2% | 42%[activator] | 51*
Cc1c(C(=O)N2CCOCC2)[nH]c2c1C(=O)CC(c1ccc(Cl)cc1)C2 (configuration not stated) | 1% | 72% | 24 | 0% | 14% | -2
Cc1cccc(N2CCN(C(C)C(=O)N3CCc4ccccc43)CC2)c1C (configuration not stated) | -15% | -15% | 12 | -4% | -2% | -5
O=C(CNC(=O)c1cccs1)OCC(=O)c1ccc(Br)cc1 | -1% | 13% | -4 | 6% | 14% | 4
NCCCCCc1nnc(SCC(=O)Nc2cccc(Cl)c2)o1 | 3% | -7% | -4 | -6% | 9% | -4

# Single records, from the list above.
# NCCCCCc1nnc(SCC(=O)Nc2cccc(Cl)c2)o1 across the screens: Sm TGR inh = 3%; Pf growth 96h = -7%; Shiga toxin inh = -4; Giardia FBPA inh = -6%; Pf growth 48h = 9%; CHX counter = -4
# COc1cc(NC(=O)c2ccc(Cl)cc2)c2ncccc2c1 across the screens: Sm TGR inh = 1%; Pf growth 96h = 51%[activator]; Shiga toxin inh = -3; Giardia FBPA inh = -3%; Pf growth 48h = 29%; CHX counter = 2

# Screening data from PubChem.
